Assay outcomes from PubChem.
T cell HTS = T cell immune modulators affecting CD8 T cell-vesicle binding. 2C CD8+ T cell-vesicle binding, flow cytometry; active compounds read low. calls only at 7 µM. actives 0.068% (n = 330,000). AID 2052;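 active means response, share of CD8 T cells binding vesicles, and their 90th percentile fluorescence all below set limits, cut at about 80% in these data, passing the limit was not always enough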
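Material: 2C TCR transgenic mouse naive CD8+ T cells, MACS-purified. Also added: QL9-charged Drosophila Ld/ICAM-1/B7-1 vesicles. Timing: binding 1.5 h at 37 °C. Measured by: high-throughput flow cytometry with anti-B7-1 and anti-CD8 staining. Read-out: percent CD8+ FL2 mean versus row control. Controls: Unloaded micro-vesicles (low), QL9 vesicles with 0.7% DMSO (high).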
NOD2 inhibition = inhibition of NOD2-driven NF-kB reporter – cell-based, luminescence, uHTS, HEK293 (AID 1566); actives 0.63% (n = 290,000); one-dose inhibition, % at 4 µM; EC50 in µM for titrated hits; HEK293 NOD2/NF-kB luciferase reporter, luminescence; higher % means a stronger effect; further: many of its hits are not listed in these tables
GPR55 beta-arrestin = selective activators of receptor GPR55 – imaging, U2OS cells, beta-arrestin-GFP redistribution, primary screen (AID 1961). activation, % at 10 µM, or EC50 in µM where a hit was titrated. actives 0.048% (n = 290,000). U2OS GPR55 beta-arrestin-GFP redistribution imaging; higher % means a stronger effect;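 active means activation above 40% with more than 50 cells counted in the well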;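 further: U2OS osteosarcoma cells stably expressing GPR55 and beta-arrestin-GFP; plate controls were DMSO negative control for no effect and LPI positive control for full effect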
Myeloid diff MLP = myeloid differentiation induction. actives 1% (n = 360,000). calls only at 10 µM. AID 624256. ER-HoxA9 myeloid progenitors, lysozyme-GFP differentiation, flow cytometry;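 active means normalized GFP-positive differentiation at or above the plate's own cutoff, the solvent-only control mean plus 3 SD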;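 further: cells exposed to compound for four days before flow analysis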
NTR1 ag = NTR1-driven beta-arrestin-GFP spot formation – imaging, U2OS cells, high content, primary screen (AID 493036). agonist mode. activation, % at 20 µM. actives 0.17% (n = 330,000);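 active means activation at or above 40% of the spot to cytoplasm intensity ratio, with at least 20 cells analyzed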;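 further: 0% = DMSO without peptide and 100% = 100 nM NTR1 peptide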
Target sequence (P30989 whole entry, looked up): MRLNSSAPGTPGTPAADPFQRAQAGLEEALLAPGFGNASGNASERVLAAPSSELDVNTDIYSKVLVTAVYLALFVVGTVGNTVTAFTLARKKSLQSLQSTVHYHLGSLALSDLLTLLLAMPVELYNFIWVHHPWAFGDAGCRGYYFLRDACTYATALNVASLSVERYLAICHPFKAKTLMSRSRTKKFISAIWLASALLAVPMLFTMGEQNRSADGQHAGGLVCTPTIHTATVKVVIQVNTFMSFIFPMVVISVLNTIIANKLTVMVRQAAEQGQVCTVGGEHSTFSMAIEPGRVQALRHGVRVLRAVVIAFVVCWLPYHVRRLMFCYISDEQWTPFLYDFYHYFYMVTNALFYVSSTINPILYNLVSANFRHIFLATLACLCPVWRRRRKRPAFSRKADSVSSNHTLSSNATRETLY
KOR beta-arrestin-1 = kappa opioid receptor blockers – cell-based, luminescence, uHTS (AID 1778); KOR beta-arrestin recruitment, luminescence, antagonist mode; higher % means a stronger effect; inhibition, % at 10 µM; hits with a dose series show IC50 in µM; actives 0.091% (n = 290,000); further: strong numbers were not always called active
KOR beta-arrestin-2 = kappa opioid receptor activators – cell-based, luminescence, uHTS, primary screen (AID 1777); KOR beta-arrestin recruitment, luminescence; higher % means a stronger effect; actives 0.02% (n = 280,000); activation, % at 10 µM, or EC50 in µM where a hit was titrated; in the data active means activation above about 50%, passing the limit was not always enough; further: a part of the inactive calls stands beside numbers as strong as those of hits
GPR55 LPI antagonism = inhibition of LPI-stimulated GPR55 beta-arrestin translocation – imaging, U2OS, beta-arrestin-GFP, LPI agonist, primary screen (AID 2013); U2OS GPR55 beta-arrestin-GFP translocation imaging, LPI antagonism; higher % means a stronger effect; actives 0.13% (n = 290,000); inhibition, % at 10 µM; hits with a dose series show IC50 in µM;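 active means spots per cell inhibited over 60%, with over 100 cells counted and total cytoplasm intensity under 500,000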;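 further: U2OS cells stably carrying GPR55 and arrestin-GFP stimulated by 5 µM LPI near EC80; imaged beta-arrestin-GFP aggregate spots per cell after agonist stimulation; plate controls were LPI-stimulated DMSO wells for no effect and DMSO wells without LPI for full effect; some results filed as inactive read as strong as hits; confirmed hits need IC50 under 10 µM and bright autofluorescent wells are also inconclusive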
NOD1 NF-kB reporter = inhibition of NOD1-driven NF-kB reporter – cell-based, luminescence, uHTS, primary screen (AID 1578) | NOD1-driven NF-kB luciferase reporter cells, luminescence; higher % means a stronger effect | inhibition, % at 4 µM, or EC50 in µM where a hit was titrated | actives 1% (n = 290,000); in the data active means inhibition mostly above about 36%, no sharp cut-off; inactive means mostly below about 34%;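 further: HEK-293T reporter cells stimulated with the NOD1 agonist gamma-tri-DAP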
T cell HTS vesicle-bound % = further read-out of T cell HTS, marked with its call; double positive events, %; measured here: CD8+ vesicle-bound cell fraction;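 binding gate set so that unloaded-vesicle control wells show 10% double positive cells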
NTR1 ag cell count 20 µM = recorded beside NTR1 ag, whose call it bears; cell count; measured here: cell count, cytotoxicity flag
Myeloid diff MLP GFP+ MAC1+ % = further read-out of Myeloid diff MLP, marked with its call; GFP+ MAC1+ double positive, %; measured here: differentiation confirmed by MAC1 staining
The depositor's hits bear a star; i = inactive; . = not tested or not shown; [ ] = another dose, or the depositor's remark. Unless noted, no stated cut-off is given here; in the data, active means inhibition above about 50%; inactive means the rest. Not all compounds are listed, so the mix of outcomes need not match the whole.

SMILES | T cell HTS | T cell HTS vesicle-bound % | NOD2 inhibition | GPR55 beta-arrestin | Myeloid diff MLP | Myeloid diff MLP GFP+ MAC1+ % | NTR1 ag | NTR1 ag cell count 20 µM | KOR beta-arrestin-1 | KOR beta-arrestin-2 | GPR55 LPI antagonism | NOD1 NF-kB reporter
O=S(=O)(c1cccc2nonc12)N1CCN(c2ccc(F)cc2)CC1 | i | 15.5 | 12.0% | -0.1% | i | 0.4 | 1.2 | 46 | -28.1%[20 µM] | . | 6.2% | -12.2%
c1ccc(-c2onc(-c3ccco3)c2-c2ccc3[nH]ccc3c2)cc1 | i | 20.5 | -27.3% | 2.2% | i | 2.9 | -0.5 | 95 | -10.0%[20 µM] | 4.0% | 26.5% | -17.6%
COc1ccccc1Nc1nc(N)nc(CN2CC(C)CC(C)C2)n1 (stereo unspecified) | i | 47.8 | 1.9% | -0.3% | i | 0.1 | -0.3 | 61 | 11.7% | -3.7% | 15.5% | -0.8%
CS(=O)(=O)N(CC(=O)N/N=C/c1cc2c(cc1Br)OCO2)c1ccccc1Br | i | 19.0 | 13.7% | -0.1% | i | 1.1 | 3.2 | 47 | 5.2% | 0.3% | -0.6% | 21.5%
COCCn1c(SC(C)C(=O)Nc2ccc(Cl)cn2)nnc1-c1ccncc1 (stereo unspecified) | i | 0.8 | 5.4% | -0.4% | i | 0.3 | 1.8 | 65 | 17.0% | -2.4% | -10.5% | -33.2%
NC(=O)COC(=O)CCCSc1nc2ccccc2s1 | i | 47.3 | 23.2% | 0.2% | i | 0.5 | -0.7 | 57 | -11.0% | -3.8% | -0.5% | 1.7%
CS(=O)(=O)c1ccc(Cl)c(NC(=O)COC(=O)c2cccc(S(=O)(=O)N3CCCCC3)c2)c1 | i | 38.8 | 10.2% | -0.2% | i | 7.1 | -0.5 | 51 | -10.6% | -3.2% | 8.2% | -11.1%
Cc1ccc(-n2nc3c(=O)n(CC(=O)c4ccc(F)cc4)nc(C)c3c2C)cc1 | i | 56.9 | 24.9% | -0.1% | i | 0.6 | 0.6 | 62 | 19.2% | -3.2% | 7.5% | -6.9%
CCN1C(=O)/C(=C2\SC(=S)N(c3c(C)n(C)n(-c4ccccc4)c3=O)C2=O)c2ccccc21 | i | 14.4 | 16.2% | -0.2% | i | 2.2 | 10.0 | 67 | -1.6% | -5.9% | 13.0% | -21.2%
Cc1ccc(OCC(=O)NNC(=S)NC(=O)C2CC2)c(C)c1 | i | 25.0 | 26.7% | -0.1% | i | 0.9 | 0.5 | 76 | 38.3% | -0.1% | 16.2% | -13.5%
CCCn1c(SCC(=O)Nc2ccccc2N2CCOCC2)nc2c1c(=O)n(C)c(=O)n2C | i | 45.0 | -14.4% | 0.4% | i | 0.6 | 0.2 | 62 | -0.1% | -0.3% | 17.5% | 39.6%
O=C(NCCC1=CCCCC1)c1cc(-c2ccncc2)nc2ccccc12 | i | 43.0 | 11.0% | 0.2% | i | 0.3 | -1.1 | 54 | -6.8% | 2.1% | 4.0% | 14.5%
O=c1[nH]cnc2c1C(c1ccccc1[N+](=O)[O-])c1c(nc[nH]c1=O)O2 | i | 28.9 | -7.3% | 0.0% | i | 1.2 | -2.1 | 103 | 0.8% | -0.5% | 3.0% | 0.9%
COC(=O)CC1C(=O)NCCN1C(=O)c1ccc(S(=O)(=O)N2CCOCC2)cc1 (stereo unspecified) | i | 36.3 | 12.3% | -0.5% | i | 0.3 | -1.0 | 70 | -18.0% | -5.4% | -11.4% | -12.7%
COc1cccc(/C=C/C(=C2/C(=O)N(c3ccccc3)N=C2C)c2ccc(Br)cc2)c1OC | i | 15.6 | -18.1% | -0.1% | i | 0.4 | 5.8 | 46 | 23.5% | -2.8% | 12.1% | 7.1%
CC1(C)CC(CC(=O)O)(c2ccc(Cl)cc2)CCO1 (stereo unspecified) | i | 48.6 | 19.8% | 0.9% | i | 0.8 | 0.2 | 52 | -22.4% | -1.8% | 1.6% | -3.2%
COc1cc(CCCN2C(=S)NC[C@@H]2Cc2ccccc2)cc(OC)c1OC | i | 34.6 | 0.7% | -0.1% | i | 1.5 | -2.7 | 114 | -0.2% | -7.0% | 8.2% | -18.8%
CCOc1ccc(CN(Cc2ccco2)S(=O)(=O)c2ccc(-n3cnnn3)c(OC)c2)cc1 | i | 10.4 | 29.1% | 0.3% | i | 10.8 | 3.4 | 73 | -40.7% | 6.0% | 54.2% | 25.5%
Cc1cccc(NC(=O)c2ccccc2C(=O)O)c1 | i | 19.1 | 9.9% | -0.1% | i | 2.3 | 1.3 | 96 | 16.2% | -5.1% | 9.4% | -12.2%
CC(NC(=O)c1ccc2c(c1)S(=O)(=O)N=C1CCCCCN12)c1ccc(S(N)(=O)=O)cc1 (stereo unspecified) | i | 10.8 | 2.8% | 0.0% | i | 5.1 | -0.6 | 73 | -18.0% | 1.1% | 6.7% | -6.7%
O=C(NCc1cn2ccccc2n1)C1CCC(=O)N(Cc2ccccc2F)C1 (stereo unspecified) | i | 12.4 | 2.2% | 0.0% | i | 0.0 | -1.9 | 53 | -42.9% | 4.0% | -9.5% | -10.8%
O=C(Cc1ccccc1)N/N=C/c1cc2c(cc1Cl)OCO2 | i | 43.0 | -8.2% | -0.1% | i | 2.2 | 2.7 | 56 | -44.5% | 4.3% | 2.7% | 25.6%
Cc1ccc(S(=O)(=O)N2CN(Cc3ccco3)c3nc4ccccc4nc32)cc1 | i | 48.8 | 4.5% | -0.2% | . | . | 1.8 | 33 | 14.0% | 3.7% | 9.4% | -20.0%
CC1(C)CC2CC(C)(CN2/C=C2/CCCCC2=O)C1 (stereo unspecified) | i | 12.4 | -0.1% | -0.1% | i | 0.2 | 0.8 | 82 | 3.9% | -0.1% | -13.6% | -3.1%
CCOC(=O)CNC(=O)CSc1ncnc2c1nnn2-c1ccc(F)cc1 | i | 12.5 | 7.3% | 0.3% | i | 1.7 | 4.6 | 51 | 1.5% | -4.9% | 1.0% | 2.5%
Cc1ccc(OCCOC(=O)Nc2ccccc2)cc1 | i | 49.3 | -5.5% | -0.2% | i | 0.3 | -0.3 | 73 | . | 1.6% | 8.4% | -43.7%
COCCCn1c(SCC(=O)NC(C)(C)C)nnc1-c1cccs1 | i | 27.6 | 8.3% | 0.0% | i | 0.5 | -0.6 | 45 | 5.1% | 3.6% | 2.5% | -11.1%
O=C1/C(=C/c2ccc(C(=O)O)cc2)CCC/C1=C\c1ccc(C(=O)O)cc1 | i | 44.4 | 0.9% | -0.1% | i | 0.6 | -0.8 | 60 | 10.4% | -2.9% | 5.0% | 7.0%
CCOC(=O)N1CCC(NC(=O)c2oc3c(F)cccc3c2C)CC1 | i | 8.4 | 12.0% | -0.2% | i | 0.9 | 1.4 | 53 | -21.2% | -1.4% | 2.3% | -17.2%
O=C(NCCCO)Nc1ccc2nc(-c3ccco3)c(-c3ccco3)nc2c1 | i | 43.5 | 3.2% | -0.1% | . | . | 0.2 | 48 | 28.5% | -3.1% | -4.3% | -4.0%
CC(=O)Cc1nsc(Nc2ccc(C)cc2)n1 | i | 25.2 | -86.2% | -0.1% | i | 1.6 | -1.2 | 50 | -14.3%[20 µM] | . | 4.2% | 0.1%
Cc1cccc(N(CC(N)=O)C2SC(=O)N(c3ccccc3)C2=O)c1 (stereo unspecified) | i | 60.5 | 5.0% | -0.1% | i | 1.2 | 0.8 | 46 | 21.7% | -2.5% | -0.2% | -41.1%
COc1ccc(C2=NN(C(=O)CN3CCCCC3)C(c3ccc(OC)cc3)C2)cc1 (stereo unspecified) | i | 16.4 | -8.5% | -0.1% | i | 0.4 | 1.0 | 42 | 1.2% | 0.4% | 5.9% | 0.1%
COc1ccc(OC)c(NC(=O)COc2ccc(S(=O)(=O)N3CCCC3)cc2)c1 | i | 43.7 | 1.4% | 0.0% | i | 0.9 | -1.1 | 55 | -8.7% | -2.7% | 5.6% | -12.9%
CCOC(=O)C(=O)Nc1ccc(OC)c(Cl)c1 | i | 44.5 | 15.3% | 0.2% | i | 0.7 | -1.0 | 55 | -16.8%[20 µM] | . | 4.9% | -28.0%
Cc1cccc(OCCCC(=O)Nc2nccs2)c1C | i | 53.8 | 1.7% | -0.1% | i | 0.5 | 1.9 | 57 | 16.4% | 1.6% | -9.0% | 5.8%
Cc1cccc(NC(=O)c2c(O)c3ccccc3n(C)c2=O)c1 | i | 18.3 | -25.7% | -0.2% | i | 0.6 | 0.7 | 78 | -14.3%[20 µM] | -5.4% | -9.7% | -37.4%
Cc1ccc(-n2c(CSc3nc(C)cc(C)n3)nnc2SCC(=O)Nc2nccs2)cc1 | i | 54.7 | -7.5% | 0.0% | i | 0.3 | -0.1 | 52 | 0.3% | 3.6% | -4.9% | -11.0%
CCOC(=O)Cc1c(C)nc2c(-c3cccc(Br)c3)cnn2c1C | i | 39.7 | -6.3% | -0.8% | i | 0.4 | 4.1 | 63 | 11.5% | 2.3% | 3.2% | -19.7%
CCn1c(SCC(=O)Nc2cc(C)on2)nc2c([nH]c3ccccc32)c1=O | i | 51.6 | -7.1% | -0.2% | i | 1.4 | 0.7 | 67 | 18.1% | -6.2% | 3.8% | -9.7%
CN(C)C(=O)CSCc1c(Cl)cccc1Cl | i | 57.9 | 3.5% | 0.0% | i | 1.6 | -0.4 | 38 | 7.4% | -6.6% | -10.8% | -2.1%
O=C(O)COc1ccccc1/C=N/n1c(C2CCCCC2)n[nH]c1=S | i | 35.3 | 17.3% | 0.0% | i | 0.6 | 0.0 | 78 | 24.0% | -8.2% | 4.9% | -4.1%
CCCC(=O)Nc1cc(OC)c(OC)cc1C(=O)O | i | 35.8 | -7.8% | -0.1% | i | 0.9 | -2.0 | 42 | -1.4% | 3.3% | -0.8% | -15.9%
COc1ccc(C2C3=C(NCCN=C3c3ccccc3)C(=O)N2c2ccccc2)c(OC)c1 (stereo unspecified) | i | 30.3 | 6.4% | -0.4% | i | 0.4 | -0.8 | 47 | -16.3% | 5.0% | 2.7% | -0.7%
COc1ccc(C(=O)Nc2nc3ccccc3s2)cc1OC | i | 61.1 | -131.5% | 0.5% | i | 0.8 | -1.2 | 35 | -122.7%[20 µM] | . | -3.2% | -28.3%
